# Screening results (PubChem)
# HRas wt GTP bind: modulators of GTP binding to HRas wildtype, primary screen, biochemical, bead-based flow cytometry, multiplex. GTPase HRas (Homo sapiens), P01112. GST-Ras wt beads, Bodipy-FL-GTP binding; actives lie on both sides. GTP binding activity, % at 10 µM. actives 0.14% (n = 190,000). AID 759, 2007;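 active means GTP binding activity at least 20% away from the 100% baseline, either lowered as inhibitor or raised as activator; inconclusive means flagged as likely green fluorescent, judged across all proteins in the well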;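 further: 0% = unlabeled GTP competition control and 100% = no-compound control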
# Target sequence (P01112 whole entry, looked up): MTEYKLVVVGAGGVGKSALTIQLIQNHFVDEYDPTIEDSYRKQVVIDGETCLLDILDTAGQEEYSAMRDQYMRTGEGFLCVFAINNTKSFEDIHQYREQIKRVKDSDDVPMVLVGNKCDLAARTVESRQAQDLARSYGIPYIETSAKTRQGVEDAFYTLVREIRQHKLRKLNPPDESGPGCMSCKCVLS
# Pf gametocyte: late stage P. falciparum gametocyte viability inhibitors, primary screen, ATP luminescence, HTS. P. falciparum stage V gametocytes, 24 h. inhibition, % at 10.9 µM. actives 0.065% (n = 150,000);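 active means inhibition above the mean plus 3 SD of compounds within the control limits, set per campaign, cut at about 38% in these data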;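 further: 0% = DMSO wells and 100% = medium only without gametocytes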
# Mcl1 Noxa PPI: Mcl-1/Noxa binding inhibitors, primary screen, biochemical, TR-FRET, 1536-well | AID 1022, 2008 | Induced myeloid leukemia cell differentiation protein Mcl-1 (Homo sapiens), Q07820 | inhibition, % at 21.7 µM | actives 1.5% (n = 220,000) | TR-FRET Mcl-1/Noxa peptide binding, 2 h;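 active means compounds that cut the protein-peptide binding signal by more than 50% relative to plate controls in a single-dose test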;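 further: His-tagged Mcl-1 with rhodamine Noxa BH3 peptide and terbium anti-His antibody; 0% = Mcl-1 plus Noxa peptide wells and 100% = peptide-only wells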
# Target sequence (Q07820 whole entry, looked up): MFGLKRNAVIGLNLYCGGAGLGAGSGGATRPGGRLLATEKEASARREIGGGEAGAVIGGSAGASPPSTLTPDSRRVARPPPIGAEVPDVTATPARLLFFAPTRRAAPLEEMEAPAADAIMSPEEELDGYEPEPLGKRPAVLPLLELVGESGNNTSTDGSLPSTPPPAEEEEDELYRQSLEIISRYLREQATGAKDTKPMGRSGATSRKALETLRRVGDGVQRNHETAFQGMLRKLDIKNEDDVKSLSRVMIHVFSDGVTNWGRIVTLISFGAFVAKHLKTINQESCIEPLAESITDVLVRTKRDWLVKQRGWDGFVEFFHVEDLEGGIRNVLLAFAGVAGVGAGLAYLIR
# Rac1 wt GTP bind: wildtype Rac1 GTP binding modulators, primary screen, biochemical, GST-Rac1 beads, flow cytometry, multiplex; GTP binding activity (% of control), % at 10 µM; Ras-related C3 botulinum toxin substrate 1 (Homo sapiens), P63000; fluorescent GTP binding; actives lie on both sides; 0 = cold GTP competed, 100 = untreated; actives 0.27% (n = 190,000); AID 757, 2007;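 active means GTP binding activity at least 20 points away from the 100% control level, either lower or higher; inconclusive means compound flagged as likely green fluorescent, judged across all proteins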
# Avidin bead fluor: green autofluorescence of compounds with avidin beads – biophysical, 488/530 nm, flow cytometry, artefact control, profiling panel | actives 0.38% (n = 220,000) | AID 1775, 2009 | fluorescence (KMESF) at 10 µM | compound fluorescence 488/530 nm; stronger effect = higher value; in the data active means fluorescence above about 47; further: inactives centre near 10
# Rab7 wt modul: modulators of GTP binding to Rab7, primary screen, biochemical, wildtype, multiplex bead flow cytometry. GST-Rab7 beads, fluorescent GTP binding; actives lie on both sides; untreated = 100%, excess cold GTP = 0%. actives 0.055% (n = 190,000). GTP binding activity (percent of control), % at 10 µM;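 active means fluorescent GTP binding to Rab7 beads changed by at least 20 points from the 100% baseline, either direction, mostly lower; inconclusive means compound itself probably fluorescent, or too few beads counted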;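 further: median green fluorescence of bound Bodipy-FL-GTP per Rab7 bead population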
# GSH fluor: compound fluorescence on glutathione beads, profiling panel, artefact control, biophysical, 488/530 nm, flow cytometry | fluorescence (KMESF) at 10 µM | GSH beads flow cytometry, compound fluorescence 488/530 nm; stronger effect = higher value | actives 0.25% (n = 190,000); in the data active means fluorescence above about 89;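 further: glutathione beads carrying GST-tagged Bcl family fusion proteins plus one bare bead set; values are compound well signal with DMSO vehicle wells as background; inactives centre near 16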
# Cdc42 wt: modulators of GTP binding to wildtype Cdc42, primary screen, biochemical, multiplex bead flow cytometry, Bodipy-GTP; Cell division control protein 42 homolog (Homo sapiens), P60953; GST-Cdc42 beads; actives lie on both sides; percent activity (GTP binding), % at 10 µM; actives 0.2% (n = 190,000); AID 761, 2007;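 active means percent activity GTP binding at least 20 points away from the 100% baseline, either down as inhibitor or up as activator; inconclusive means compound flagged as likely green fluorescent from well-wide comparison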;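 further: median bead fluorescence of bound Bodipy-FL-GTP at 100 nM; 0% = excess unlabeled GTP control and 100% = no compound control; below 100% means less GTP binding so inhibitor and above means activator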
# Target sequence (P60953 whole entry, looked up): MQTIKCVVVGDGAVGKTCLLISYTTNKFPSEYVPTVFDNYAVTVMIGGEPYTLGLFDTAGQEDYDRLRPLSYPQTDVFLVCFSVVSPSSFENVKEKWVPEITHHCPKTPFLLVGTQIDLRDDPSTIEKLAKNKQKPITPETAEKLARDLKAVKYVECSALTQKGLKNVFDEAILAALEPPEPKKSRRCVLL
# Mcl1 Bid PPI: Mcl-1/Bid binding inhibitors, primary screen, biochemical, TR-FRET, 1536-well. Induced myeloid leukemia cell differentiation protein Mcl-1 (Homo sapiens), Q07820. TR-FRET Mcl-1/Bid-Dy647 peptide binding. inhibition, % at 21.7 µM. actives 0.97% (n = 220,000). AID 1021, 2008;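 active means compounds that cut the binding signal by more than half at the single screening dose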;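 further: His-tagged Mcl-1 with europium anti-His antibody binding Bid BH3 peptide; 0% = Mcl-1 plus peptide wells and 100% = peptide-only wells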
# Rab2A wt mod: modulators of GTP binding to Rab2A wildtype, primary screen, biochemical, dog, bead-based flow cytometry, multiplex | Ras-related protein Rab-2A (Canis lupus familiaris), P61105 | GST-Rab2 wt beads, Bodipy-GTP binding | GTP binding activity, % at 10 µM | actives 0.19% (n = 190,000) | AID 760, 2007;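 active means GTP binding activity at least 20 points away from 100%, either lowered or raised; inconclusive means signal likely due to the compound's own green fluorescence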;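 further: 0% = beads with excess unlabeled GTP and 100% = no-compound control corrected for plate trend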
# Rac1 act GTP bind: GTP binding modulators of activated mutant Rac1, primary screen, biochemical, bead-based flow cytometry, multiplex, fluorescent GTP; Ras-related C3 botulinum toxin substrate 1 (Homo sapiens), P63000; GST-Rac1 activated beads; actives lie on both sides; 100% means binding = to untreated wells; percent activity (GTP binding), % at 10 µM; actives 0.11% (n = 190,000); AID 764, 2007;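 active means GTP binding at least 20 percentage points away from the 100% baseline, in either direction, so actives lie on both sides; inconclusive means Compound likely fluorescent itself, or too few beads counted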
# An asterisk follows results filed as active; ? = inconclusive; · = no result given. Hits appear at their usual frequency. About 3% of those tested had a hit in this group.
SMILES,HRas wt GTP bind,Pf gametocyte,Mcl1 Noxa PPI,Rac1 wt GTP bind,Avidin bead fluor,Rab7 wt modul,GSH fluor,Cdc42 wt,Mcl1 Bid PPI,Rab2A wt mod,Rac1 act GTP bind
O=C(NC1CC2CCCC(C1)N2C(=O)Nc1ccc(Cl)c(C(F)(F)F)c1)C1CC1 (stereo not given),98,13,-5,99,41,97,13,100,4,98,97
CCOC(=O)CSc1nnc(CNc2ccc(F)cc2)o1,97,·,·,92,10,94,30,96,-29,94,94
COc1ccc(CCNC(=O)C2CC(c3cccc([N+](=O)[O-])c3)=NO2)cc1 (stereo not given),102,·,16,105,27,100,25,104,-5,100,100
CCCC(CCC(=O)OC)(C(=O)OCC)c1csc(N)n1 (stereo not given),103,·,5,110,6,102,262*,107,-26,104,103
Cc1ccc(-n2c(SCC(=O)Nc3cc(C)on3)nc3c(c2=O)SC(C)C3)cc1 (stereo not given),102,·,7,103,6,102,14,100,-30,101,98
COc1ccc(-c2nnc(NC(=O)c3ccc(S(=O)(=O)N4CCc5ccccc5C4)cc3)o2)cc1,97,·,-99,94,38,96,13,97,13,95,94
Cc1ccc(NC(=O)N(CCCN2CCOCC2)Cc2cc3cc4c(cc3[nH]c2=O)OCO4)cc1,94,-15,-5,94,18,94,26,92,12,95,95
Cc1ccc(CN2CCNC(=O)C2CC(=O)N(C)C2CCCCC2)o1 (stereo not given),98,21,-1,100,9,94,9,99,-17,95,96
CCCCCCn1c(=O)c(C(=O)N/N=C/c2cccc(F)c2)c(O)c2ccccc21,96,9,-36,95,11,95,13,98,-30,94,94
COc1ccc(CC(=O)Nc2cc(Cl)ccc2C(=O)O)cc1,96,4,8,101,9,95,14,97,15,96,96
O=Cc1ccc(-c2ccc([N+](=O)[O-])cc2Cl)o1,89,-19,17,90,9,95,16,91,26,86,89
Cc1cccc(NC(=O)C2CCCN2C(=O)Oc2ccccc2)c1C (stereo not given),102,23,1,108,4,100,13,103,-9,100,101
O=C(NCc1ccccc1)C1CCN(S(=O)(=O)c2ccc(Cl)cc2)CC1,102,·,7,103,10,106,27,95,-12,100,96
Cc1ccc(C(=O)N/C(=C/c2cccs2)C(=O)NCC2CCCO2)cc1 (stereo not given),94,2,-1,98,11,95,32,96,-11,96,95
COCCn1c(Cc2ccccc2)nnc1SCC(=O)NC(C)(C)C,102,16,14,110,9,99,16,107,6,103,103
O=C(Nc1c(-c2ccccc2)nc2sccn12)c1ccccc1,100,-27,4,100,4,103,50,98,10,100,100
COc1ccccc1NC(=O)C1=C(C)Nc2ncnn2C1c1ccccc1C (stereo not given),100,8,1,98,7,102,14,98,-6,96,99
O=C(c1csc(Nc2ccccc2Cl)n1)N1CCCC1,99,-9,1,102,10,99,27,99,-10,98,99
Cc1sc(NC(=S)NC(=O)C(C)(C)C)c(C(N)=O)c1C,103,·,12,100,12,102,16,103,-44,102,98
Cc1cc(NC(=O)COc2cccc(C)c2C)no1,101,·,10,99,6,102,22,100,-9,100,98
O=C1CS/C(=N/N=C2CCCC2)N1,100,5,2,101,9,97,13,104,-27,98,99
CCCCNC(=O)/C=C/c1cccs1,104,·,16,104,3,100,7,102,-26,104,100
COc1cccc(NC(=O)CN(C)C(C)C(=O)Nc2ccc(C#N)cc2)c1 (stereo not given),98,8,2,103,11,107,66,99,-15,99,98
O=c1oc2ccccc2c(O)c1/C=C1\C=Nc2ccccc21,98,·,78*,98,24,99,52,94,-53,98,95
COc1cc(OC)c(C#N)c(S(=O)(=O)Cc2ccccc2)c1,105,·,12,103,15,95,30,107,-12,104,101
COc1ccc(S(=O)(=O)NCCSCc2ccco2)cc1C,94,21,-12,95,22,95,20,92,-12,92,91
CCn1cc(CN2CCc3c([nH]c4ccccc34)C2c2cccc(OC)c2)c(C)n1 (stereo not given),98,6,-3,97,6,106,18,95,-58,100,93
CCOc1ccc(NC(=O)CCS(=O)(=O)c2ccc3c(c2)CCCN3C(=O)CC)cc1,95,·,·,92,9,94,28,97,-6,95,94
Cc1ccc(S(=O)(=O)NCCN=C(CN2CCOCC2)NS(=O)(=O)c2ccc(C)cc2)cc1,100,14,1,103,5,96,46,100,-6,97,99
Cc1cc([N+](=O)[O-])nn1CC(=O)Nc1ccc(F)cc1,97,-19,12,97,10,104,14,94,0,98,97
Cc1ccc(C(=O)N2CCN(C(=O)c3ccco3)CC2)cc1NC(=O)c1ccco1,99,-5,3,101,9,98,13,102,1,99,94
Cc1cccc(S(=O)(=O)NNC(=O)Cc2cccn2C)c1,94,6,11,98,15,92,12,95,-38,96,99
CC1C2CC(C(S(=O)(=O)N3CCOCC3)C2=O)C1(C)C (stereo not given),?,·,12,?,29,?,11,?,-18,?,?
CS(=O)(=O)C1=NSC2=NC(=O)/C(=C\c3cccn3-c3ccccc3Cl)C(=N)N21,94,1,89*,95,20,106,8,92,-8,96,90
CNC(=O)C(C)NS(=O)(=O)c1ccc(F)cc1 (stereo not given),40*,-22,9,34*,7,27*,13,37*,-4,36*,36*
Cc1cc(O)c(C(C[N+](=O)[O-])c2ccc(Cl)cc2Cl)c(=O)o1 (stereo not given),101,·,4,102,14,100,35,101,-13,101,96
COc1ccc(NC(=O)CN2CCc3ccccc3C2)cc1OC,95,-5,14,93,6,94,12,93,-21,95,93
CCNS(=O)(=O)c1ccc(CCC(=O)NCCC2=CCCCC2)cc1,101,·,3,99,12,101,9,103,-25,100,99
[O-]C1=N/[N+](=C/c2ccc(Cl)cc2)CC1,101,·,2,103,23,98,25,103,-3,101,100
CCCNC(=O)Nc1nc(CC(=O)OCC)cs1,95,-22,16,97,11,94,14,97,-16,95,92
Cc1[nH]n(-c2ccc(Cl)cc2)c(=O)c1C=Nc1ccc(S(=O)(=O)N2CCOCC2)cc1,95,·,8,97,20,97,24,101,0,96,99
CCC(NS(=O)(=O)c1ccc(OC)cc1)C(=O)NCCC1=CCCCC1 (stereo not given),105,-13,4,106,5,105,19,106,-12,104,103
O=C(NC1CC1)C1=C[C@@H](c2coc3ccccc3c2=O)C[C@@H](OCc2ccc(CO)cc2)O1,98,·,3,98,6,105,21,100,-6,100,98
Cc1ccc(NC(=O)CCn2ccc([N+](=O)[O-])n2)nc1,101,·,18,104,3,102,6,98,-13,98,101
COc1ccccc1NC(=O)CSc1nnc(Cc2ccccc2)o1,96,·,-2,91,11,92,25,95,-16,95,96
CCc1cccc(C)c1NC(=O)CCCC(=O)O,101,·,9,101,8,100,39,99,-2,100,96
COc1cc(C(=O)Nc2cc(C(F)(F)F)ccc2-n2cncn2)cc(OC)c1OC,96,-3,1,99,11,95,15,97,-24,95,94
O=C(c1ccc(S(=O)(=O)N2CCOCC2)cc1)N1CCN(c2ccc(F)cc2)CC1,95,·,-2,98,19,100,26,93,-1,95,95
CCOC(=O)C1=C(C)NC2=C(C(=O)CCC2)C1c1cccnc1 (stereo not given),98,10,0,98,37,100,13,97,-35,97,96
C/C(=N\NC(=S)Nc1cccc(C)c1)c1ccco1,99,·,-37,100,9,96,13,100,-101,99,100
Cc1ccc(SCC(=O)Nc2ccc(C(=O)Nc3ccc(O)cc3)cc2)cc1,98,1,7,101,11,96,18,97,-10,100,99
Cc1ccc(SC(C)C(=O)NCc2ccc(F)cc2)cc1 (stereo not given),97,·,11,98,11,97,26,97,13,96,94
O=C(CSc1nnnn1C1CCCC1)Nc1ccc(F)cc1,103,·,22,104,89*,105,37,101,13,100,102
Cc1[nH]n2c(=O)c3c(nc2c1-c1ccccc1)CCC3,?,-26,·,?,8,?,28,?,-28,?,?
CCC(=O)Nc1ccc(C(=O)Nc2ccc(Br)cc2F)cc1,95,·,4,94,2,97,9,97,-43,96,95
Cc1nc2ccc(S(=O)(=O)NC(C(=O)N3CCn4c3nc3ccccc34)C(C)C)cc2s1 (stereo not given),102,·,5,108,6,103,25,103,-17,100,99
Cc1cccc(OCC(=O)O/N=C(\N)c2ccccn2)c1,99,19,-10,100,12,100,24,101,-21,96,98
Cc1ccccc1-c1nc2cc(Cl)ccc2o1,93,·,-6,90,35,94,11,92,-5,90,89
C/C(=N\NC(=O)c1ccccc1-n1cccc1)C1CC1,96,·,17,99,2,100,16,98,-61,97,95
CCN(c1cccc(C)c1)S(=O)(=O)c1ccc(OC)c([N+](=O)[O-])c1,97,26,13,98,10,98,10,94,-4,96,93

# Carrying on.
SMILES,HRas wt GTP bind,Pf gametocyte,Mcl1 Noxa PPI,Rac1 wt GTP bind,Avidin bead fluor,Rab7 wt modul,GSH fluor,Cdc42 wt,Mcl1 Bid PPI,Rab2A wt mod,Rac1 act GTP bind
O=C(CSc1nnnn1C1CCCCC1)NCc1ccco1,95,·,4,99,8,93,23,96,-9,92,96
CNC(=S)N(Cc1cccs1)Cc1cc2cc(OC)ccc2[nH]c1=O,97,26,-1,99,4,101,18,98,-102,98,100
COc1ccc(C(=O)NCC(=O)OCC(=O)N2N=C(c3ccc(Cl)cc3)CC2c2ccco2)cc1OC (stereo not given),97,2,-2,96,11,101,13,95,-6,96,94
CCOc1ccc(NC(N)=O)cc1,92,8,-1,90,7,93,52,93,-23,92,92
COc1ccc(CSC(=N)N)cc1[N+](=O)[O-],?,·,5,?,7,?,42,?,2,?,?
CCOC(=O)c1c(CC(C)C)csc1/N=C/C1C(=O)CC(C)(C)CC1=O,98,12,13,97,8,103,15,96,-47,103,101
Cc1cccnc1Nc1nc(-c2ccc(O)cc2)cs1,101,·,42,101,7,98,47,100,1,100,100
COc1ccc(/C=C2/N=C(SC3CCOC3=O)N(c3cccc(OC)c3)C2=O)cc1 (stereo not given),100,-8,22,105,11,97,12,103,-25,100,101
